Diaph inh CS: inhibits diaphorase or chemically oxidizes, flagging diaphorase assay artifacts | diaphorase resazurin-to-resorufin fluorescence, NADH, 16 min; bacterial (C. kluyveri) enzyme, not human | inhibition, % at 20 µM | hit rate 0.69% among 190,000;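 active = primary screen inhibition at 20 µM above a set limit, cut at about 50% in these data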;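 also: plate controls were DMSO with full reaction for no effect and wells lacking NADH for full effect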
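material = Clostridium kluyveri diaphorase enzyme | amount = 0.14 U/mL diaphorase, enzyme working solution | schedule = incubation 16 min, room temperature | detection = fluorescence of resorufin formed from resazurin, Ex 544/Em 590 nm | benchmarks = positive control minus NADH, DMSO neutral control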
bIAP activator: increases bovine intestinal alkaline phosphatase activity | purified bovine IAP, CDP-star luminescence, 30 min; hits give high values; fold of DMSO-control signal, blank-subtracted | hit rate 0.17% among 200,000 | activation factor at 20 µM | AID 1016;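 active = activation factor of 2 or more at 20 µM, a signal rise over negative controls twice the positive control's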
PMI act satM6P: increases human PMI activity with near-saturating mannose 6-phosphate; coupled PMI enzyme assay, resazurin fluorescence, 20 min; hits give high values; 1 = untreated enzyme, 0 = substrate-free blank; P34949; hit rate 0.34% among 190,000; activation factor at 20 µM; AID 1216;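 active = activation factor of 2 or more at 20 µM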
Target sequence (P34949 whole entry, looked up): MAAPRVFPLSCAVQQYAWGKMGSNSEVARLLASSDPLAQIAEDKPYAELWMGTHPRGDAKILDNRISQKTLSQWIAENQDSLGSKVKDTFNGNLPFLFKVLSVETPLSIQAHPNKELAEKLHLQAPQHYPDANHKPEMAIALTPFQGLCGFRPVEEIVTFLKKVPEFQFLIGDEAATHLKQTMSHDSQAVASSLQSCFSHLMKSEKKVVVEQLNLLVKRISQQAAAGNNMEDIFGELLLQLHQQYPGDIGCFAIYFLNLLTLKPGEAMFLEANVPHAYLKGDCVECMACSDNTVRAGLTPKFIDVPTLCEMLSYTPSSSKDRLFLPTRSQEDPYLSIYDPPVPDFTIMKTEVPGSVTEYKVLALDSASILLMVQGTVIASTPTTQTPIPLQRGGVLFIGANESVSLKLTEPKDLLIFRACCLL
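Test system: Human PMI in coupled enzyme assay | Input: 15 ng/mL PMI | Medium: HEPES-buffered pH 7.4 with magnesium and detergent | Compound: One concentration, 20 µM, in 1% DMSO | Incubation: Enzyme reaction with compound 20 min at room temperature | Detection: Diaphorase-driven resazurin-to-resorufin fluorescence, excitation 544, emission 590 nm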
L major viab: reduces viability of Leishmania major promastigotes | resazurin fluorescence viability | inhibition, % at 10 µM | hit rate 9% among 200,000; in the data active = inhibition above about 50%;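 also: promastigotes grown with compound for 44 hours at 28 °C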
TNAP act hiacc: activators of human TNAP at high phosphate acceptor concentration; purified TNAP, CDP-star luminescence, 1 M DEA, 30 min; hits give high values; 0 = EDTA background, 1 = DMSO-only activity; activation factor at 20 µM; 200,000 tested, under 10 active; P05186;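 active = activation factor at least 2 at 20 µM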
Target sequence (P05186 whole entry, looked up): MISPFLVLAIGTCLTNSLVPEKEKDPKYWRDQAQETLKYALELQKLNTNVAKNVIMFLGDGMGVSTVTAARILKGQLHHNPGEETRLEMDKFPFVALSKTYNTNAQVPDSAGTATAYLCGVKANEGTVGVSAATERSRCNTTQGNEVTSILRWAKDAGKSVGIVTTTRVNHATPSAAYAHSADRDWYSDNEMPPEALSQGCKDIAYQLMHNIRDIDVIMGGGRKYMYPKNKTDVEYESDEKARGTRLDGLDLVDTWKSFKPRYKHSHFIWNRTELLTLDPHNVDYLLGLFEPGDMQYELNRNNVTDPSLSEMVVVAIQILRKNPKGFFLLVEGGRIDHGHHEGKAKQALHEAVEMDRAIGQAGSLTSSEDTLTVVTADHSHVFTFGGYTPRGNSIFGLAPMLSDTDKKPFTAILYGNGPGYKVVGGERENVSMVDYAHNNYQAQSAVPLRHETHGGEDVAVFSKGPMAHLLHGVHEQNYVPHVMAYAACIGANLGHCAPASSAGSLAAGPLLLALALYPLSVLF
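Control set: EDTA negative control, DMSO positive control / Assay system: human TNAP / Quantity: TNAP 1/800 final / Evaluation: TNAP activation factor scaled between EDTA and DMSO control wells / Measured by: luminescent substrate turnover signal / Compound dosing: one dose, 20 µM / Times: 30 min enzyme reaction at room temperature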
Diaphorase act: activates diaphorase or chemically reduces, flagging diaphorase assay artifacts | Diaphorase/resazurin coupled assay, resorufin fluorescence, 16 min; hits give high values; 1 = vehicle wells, 0 = NADH-free wells | activation factor at 20 µM | hit rate 0.005% among 190,000;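 active = diaphorase activity raised at least twofold by the compound at 20 µM; inactive = activation factor below 2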
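Test system: Clostridium kluyveri diaphorase, purified enzyme; input: enzyme 0.07 U/mL final; buffer or medium: 50 mM HEPES pH 7.4 with 4.542 mM MgCl2, 0.005% Tween 20; also added: 0.114 mM NADH and 0.1 mM resazurin, final amounts; schedule: 16 min enzyme reaction, ambient temperature; technique: fluorescence of resorufin, 544 nm excitation, 590 nm emission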
TNAP inh no acc: inhibitors of human TNAP without phosphate acceptor | P05186 | purified TNAP, CDP-star luminescence, 30 min | inhibition, % at 20 µM | hit rate 0.26% among 200,000;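 active = tissue-nonspecific alkaline phosphatase inhibition above about 50% at 20 µM in the single-dose screen, limit read from the data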;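 also: 0% = DMSO negative control and 100% = EDTA positive control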
bIAP inh: blocks bovine intestinal alkaline phosphatase activity. purified bovine IAP, CDP-star luminescence, 30 min. AID 1019. 190,000 tested, under 10 active. inhibition, % at 20 µM;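 active = over 50% inhibition of intestinal alkaline phosphatase at 20 µM in the single-dose screen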
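Assay system – bovine IAP enzyme · Quantity – bovine IAP at 1/65,000,000 final dilution · Detection – CDP-star luminescence signal · Times – 30 min reaction at room temperature · Also added – CDP-star substrate at 30 µM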
PMI act: increases human mannose-6-phosphate isomerase activity | hit rate 0.005% among 190,000 | purified human PMI, coupled resazurin fluorescence, 20 min; hits give high values; 1 = vehicle control, 0 substrate-free wells | activation factor at 20 µM;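 active = activation factor of 2 or more at 20 µM, relative to plate controls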
TNAP inh hiacc: blocks human TNAP under high phosphate acceptor concentration; purified TNAP, CDP-star luminescence, 1 M DEA; inhibition, % at 20 µM; P05186; hit rate 0.03% among 200,000; AID 1135;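 active = over 50% inhibition of tissue-nonspecific alkaline phosphatase at 20 µM in the single-dose screen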;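 also: plate controls were DMSO wells for no effect and EDTA-quenched wells as full inhibition for full effect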
Starred values were filed as active, the others as inactive; · = no result given.

Results follow in this order: Diaph inh CS	bIAP activator	PMI act satM6P	L major viab	TNAP act hiacc	Diaphorase act	TNAP inh no acc	bIAP inh	PMI act	TNAP inh hiacc
- COc1ccc(/C=N/Nc2nc(=O)[nH]nc2C)cc1[N+](=O)[O-]
 : -21	0.9	1	-6	1	1.2	-120	14	1.1	-2
- COc1cc(Cl)cc2c1Sc1ccccc1/C2=C/CCN(C)C
 : -2	1	1.1	59*	1	1	-6	4	1.1	0
- Cc1nnc(-n2cnc3ccccc32)c2ccccc12
 : 8	0.9	1	0	1.1	0.9	-18	12	1	-7
- COCCn1nnnc1C(c1ccccc1)N1CCN(C)CC1 (configuration not stated)
 : 12	1.1	1.1	6	1	0.9	-8	-8	1	0
- O=C(c1ccccc1F)N1CCC(N2CCCCCC2)CC1
 : 2	1.2	1	73*	1	1	-8	-20	1	-1
- Cc1ccc(C)c(NC(=O)C2Cc3ccccc3CN2C(=O)OCc2ccccc2)c1 (configuration not stated)
 : 14	1.2	0.9	44	1	0.9	-2	-16	0.9	-3
- CCc1ccc(N(C(=O)c2csnn2)C(C(=O)NC(C)(C)C)c2cccnc2)cc1 (configuration not stated)
 : -19	1.1	1.1	-1	1.1	1.2	-9	-10	1	-8
- COc1cccc(CNc2ccc(S(N)(=O)=O)cc2)c1OC
 : 5	0.8	1	-8	1	1	-10	16	0.9	-2
- O=C(O)c1ccc(S(=O)(=O)c2ccc(Sc3ccc(C(=O)O)c(C(=O)O)c3)cc2)cc1
 : 22	1	1.1	-11	1.1	0.8	1	2	1.2	-6
- O=C(c1cc(S(=O)(=O)N2CCCCC2)ccc1N1CCOCC1)N1CCN(Cc2ccccc2)CC1
 : 11	1.1	1.1	4	1	0.9	1	-11	1.1	-2
- COC(=O)C1=C(C(=O)OC)SC(=C2C(=S)C(C)(C)N(C(=O)C3CC3)c3ccccc32)S1
 : 32	0.7	0.4	13	0.8	0.7	16	26	0.3	18
- O=C(CC1Nc2ccccc2NC1=O)Nc1ccccc1NC(=O)CC1Nc2ccccc2NC1=O (configuration not stated)
 : 0	1.3	1	-4	1.1	1	-22	-27	1.1	-6
- COc1ccc(S(=O)(=O)NC2CCCCC2)c(C)c1C
 : 10	0.6	0.9	15	1	0.9	-8	36	0.9	-2
- O=S(=O)(c1ccc2c(c1)OCCO2)N1CCC(c2nc3ccccc3[nH]2)CC1
 : 5	0.8	1	-6	1	1	-8	17	1	2
- O=C(Nc1ncc2c(n1)-c1ccccc1OC2)c1ccc(Cl)cc1
 : 11	0.9	1	-3	1	0.9	-5	10	1.1	2
- Cc1ccccc1N1CCN(C(=S)c2ccc([N+](=O)[O-])cc2)CC1
 : 24	1	0.8	-6	1	0.8	1	-1	0.8	0
- CN(C)c1ccnc(-n2cccc2/C=N/O)c1C#N
 : 26	1.1	1	-3	1.1	0.7	-14	-11	0.9	-9
- COc1ccc(-c2cc(C(=O)NCC(C)C)no2)cc1
 : 11	0.9	0.9	-18	1	0.9	-8	11	0.8	-3
- Cc1ccc(-n2cccc2/C=C2\C(=N)N3N=C(c4ccco4)SC3=NC2=O)cc1
 : 56*	1.1	1.2	14	0.9	0.4	9	-6	1.1	13
- CCCCN(CC)c1nc(N)c(C#N)c(CC#N)c1C#N
 : 4	0.8	1	-6	1.1	1	24	18	1	-5

For reference, some entries already given.
Results follow in this order: Diaph inh CS	bIAP activator	PMI act satM6P	L major viab	TNAP act hiacc	Diaphorase act	TNAP inh no acc	bIAP inh	PMI act	TNAP inh hiacc
- Cc1ccc(C)c(NC(=O)C2Cc3ccccc3CN2C(=O)OCc2ccccc2)c1 (configuration not stated)
 : 14	1.2	0.9	44	1	0.9	-2	-16	0.9	-3
- CCc1ccc(N(C(=O)c2csnn2)C(C(=O)NC(C)(C)C)c2cccnc2)cc1 (configuration not stated)
 : -19	1.1	1.1	-1	1.1	1.2	-9	-10	1	-8
- COc1cccc(CNc2ccc(S(N)(=O)=O)cc2)c1OC
 : 5	0.8	1	-8	1	1	-10	16	0.9	-2
- O=C(O)c1ccc(S(=O)(=O)c2ccc(Sc3ccc(C(=O)O)c(C(=O)O)c3)cc2)cc1
 : 22	1	1.1	-11	1.1	0.8	1	2	1.2	-6
- O=C(c1cc(S(=O)(=O)N2CCCCC2)ccc1N1CCOCC1)N1CCN(Cc2ccccc2)CC1
 : 11	1.1	1.1	4	1	0.9	1	-11	1.1	-2
- COC(=O)C1=C(C(=O)OC)SC(=C2C(=S)C(C)(C)N(C(=O)C3CC3)c3ccccc32)S1
 : 32	0.7	0.4	13	0.8	0.7	16	26	0.3	18
- O=C(CC1Nc2ccccc2NC1=O)Nc1ccccc1NC(=O)CC1Nc2ccccc2NC1=O (configuration not stated)
 : 0	1.3	1	-4	1.1	1	-22	-27	1.1	-6
- COc1ccc(S(=O)(=O)NC2CCCCC2)c(C)c1C
 : 10	0.6	0.9	15	1	0.9	-8	36	0.9	-2
- O=S(=O)(c1ccc2c(c1)OCCO2)N1CCC(c2nc3ccccc3[nH]2)CC1
 : 5	0.8	1	-6	1	1	-8	17	1	2
- O=C(Nc1ncc2c(n1)-c1ccccc1OC2)c1ccc(Cl)cc1
 : 11	0.9	1	-3	1	0.9	-5	10	1.1	2
- Cc1ccccc1N1CCN(C(=S)c2ccc([N+](=O)[O-])cc2)CC1
 : 24	1	0.8	-6	1	0.8	1	-1	0.8	0
- CN(C)c1ccnc(-n2cccc2/C=N/O)c1C#N
 : 26	1.1	1	-3	1.1	0.7	-14	-11	0.9	-9
- COc1ccc(-c2cc(C(=O)NCC(C)C)no2)cc1
 : 11	0.9	0.9	-18	1	0.9	-8	11	0.8	-3

Later entries
Results follow in this order: Diaph inh CS	bIAP activator	PMI act satM6P	L major viab	TNAP act hiacc	Diaphorase act	TNAP inh no acc	bIAP inh	PMI act	TNAP inh hiacc
- CN1CCN(C(=S)c2ccc(Cl)cc2)CC1
 : 7	0.9	1.1	90*	1	0.9	0	14	1	-4
- O=C(Nc1nc2ccc(S(=O)(=O)N3CCCC3)cc2s1)c1ccco1
 : -4	1	1	28	0.9	1	1	0	1.1	5
- CC1(C)CC(=O)C2=C(C1)N(c1ccc(F)cc1)C(=O)CC2c1ccccc1 (configuration not stated)
 : 10	0.9	0.9	4	1	0.9	-20	8	0.9	-4
- COc1ccccc1-c1noc(CCC(=O)Nc2ccccc2Cl)n1
 : -7	1	1.1	-1	1.1	1.1	6	-1	1.1	-6
- CCOc1[nH]n(-c2ccc(Cl)cc2)c(=O)c1C=NCC(=O)OC
 : -10	1.1	1.1	-4	1	1.1	2	-6	1.1	-2
- c1ccc(CN2CCN(C(c3ccccc3)c3nnnn3Cc3ccccc3)CC2)cc1 (configuration not stated)
 : 3	1	1.1	33	1.1	1	-4	3	1.1	-6
- C/C(N)=C(/C#N)C(=O)CSc1nnc(-c2ccc3c(c2)OCO3)o1
 : 3	0.9	1.1	-1	1	1	-9	9	1	-3
- O=C(O)CCCCCNC(=O)CCn1cnc2ccccc2c1=O
 : 5	1	1	2	1	1	-5	-1	0.9	2
- O=C(O)C1CCCN(S(=O)(=O)c2cccs2)C1 (configuration not stated)
 : 11	0.4	1	-4	1	0.9	-12	·	1.1	-4
- Cc1ccc(OCc2n[nH]c(=S)n2-c2ccc(C)cc2)cc1
 : 33	0.9	0.8	2	1	0.7	-11	12	0.8	3
- CCN(Cc1nc2ccccc2c(=O)[nH]1)Cc1nc2cc(OC)c(OC)cc2c(=O)[nH]1
 : 23	1.4	1.1	3	1	0.8	-22	-36	1.1	-5
- COc1ccc(/C=C/C(=O)c2ccc3ccccc3c2O)cc1CN1CCOCC1
 : 0	1.2	0.8	34	0.9	1	8	-17	0.9	9
- O=c1[nH]c2cc3ccccc3cc2nc1C(F)(F)F
 : 9	1	0.9	5	1	0.9	-5	3	1.1	5
- Cn1cc(S(=O)(=O)Nc2ccc(F)cc2F)c(=O)n(C)c1=O
 : 7	0.9	1	-6	1	0.9	-2	10	1	-3
- COc1ccc(N(Cc2cc3ccccc3[nH]c2=O)S(C)(=O)=O)cc1
 : 10	0.9	1	-1	1	0.9	-7	10	1	-2
- O=C(Nn1cnnc1)c1cc(-c2ccccn2)nc2ccccc12
 : 12	1	1.1	1	1	0.9	-9	4	0.9	-1
- O=c1[nH]c2ccsc2c(=O)n1-c1ccc(F)cc1
 : -4	1	1	-3	1.1	1	0	3	1	-6
- CCCc1[nH]nc2c1C(c1ccc(OCCN3CCOCC3)c(OCC)c1)C(C#N)=C(N)O2 (configuration not stated)
 : 14	1	0.9	8	1.1	0.9	-6	-2	0.9	-6
